# Source: PubChem (National Center for Advancing Translational Sciences (NCATS))
# NTMT1 inh – blocks human N-terminal methyltransferase 1 activity | NTMT1 MTase-Glo SAH luminescence, purified enzyme | hit rate 2.5% among 59,000 | Q9BV86 | Potency, µM (highest dose often 114 µM), for inactives: top-dose activity change, negative = inhibition, most hits filed as inhibitors; active means well fitted inhibition curve with a large enough effect; inconclusive means small, poorly fitted or top-dose-only effect;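 further: plate controls were DMSO vehicle for no effect and no enzyme for full effect; nearly all actives have a fitted effect of over 65% in size; many of its hits are not listed in these tables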
# Target sequence (Q9BV86 whole entry, looked up): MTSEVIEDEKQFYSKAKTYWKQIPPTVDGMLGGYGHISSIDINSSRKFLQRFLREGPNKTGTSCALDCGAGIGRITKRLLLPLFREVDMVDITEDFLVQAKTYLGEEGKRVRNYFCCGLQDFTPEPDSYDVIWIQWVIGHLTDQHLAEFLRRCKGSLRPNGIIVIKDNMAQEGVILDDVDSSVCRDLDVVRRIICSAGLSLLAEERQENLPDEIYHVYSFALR
# Numbers without * were called inactive; ? = inconclusive; & = joins results of further samples; [ ] = remark or other dose. Potency means the concentration at half of the fitted maximal effect. A portion of the library (hit frequency here may not be typical).
structure	NTMT1 inh
S=C(Nc1ccc(Cl)c(Cl)c1)Nc1nnc(-c2ccncc2)o1	7%[57.5 µM]
CC(C)(C)OC(=O)N1CCN(c2ccc(NCc3ccc(-c4ccc(C(C)(C)C)cc4)o3)cc2)CC1	?
Cc1cc(-c2nnc3n2CCCCC3)c(C)n1-c1ccncc1	4%[57.5 µM]
N#Cc1cnc(N[S+](=O)([O-])c2ccc(Nc3nc(-c4ccccc4)cs3)cc2)s1	-2%
Cc1ccccc1C(=O)N1CCc2cc(-c3nc(NC(=O)Cc4ccc5c(c4)OCCO5)sc3C)ccc21	-2%
Cc1ccc(OCCn2c(CCNC(=O)c3cccc(NC(=O)OC(C)(C)C)c3)nc3ccccc32)cc1	8%[57.5 µM]
COc1ccc(C2N=C(Nc3nc4ccccc4o3)NC3=C2C(=O)CCC3)cc1 (configuration not stated)	9%
CC(=O)Nc1sc2c(c1-c1ccc(Cl)cc1)CCNC2	-1%
c1coc(-c2ccc3ncnc(NCc4cccs4)c3c2)c1	-14%
COCCNc1nc(C)nc2c1nc(-c1ccccc1)n2CCN1CCCC1	4%
N[C@@H](CO)C(=O)Nc1ccc(Cl)cc1C(=O)c1ccc[nH]1	1%
COc1ccc(C(=O)OCC#CCSc2nnc(-c3cccc4ccccc34)o2)cc1	8%
COc1cccc(CNc2ccc(S(=O)(=O)Nc3nccs3)cc2)c1O	25%&-2%
Cn1c2ccsc2c2cnn(Cc3ccccc3F)c(=O)c21	3%
N#Cc1c(-c2ccc3ccccc3c2)no[n+]1[O-]	9%
CC(C)(C)OC(=O)N[C@@H](Cc1ccc(O[S+](=O)([O-])c2cccc3cnccc23)cc1)C(=O)N1CCN(c2ccccc2)CC1	15%
COc1ccc(C2=Nn3c(nnc3-c3ccccc3Cl)SC2)cc1OC1CCCC1	?
O=C(Cc1ccc(Cl)c(Cl)c1)Nc1ccc(S(=O)(=O)Nc2cncnc2)cc1	17%
COc1cccc(NC(=O)C(OC(=O)CNC(=O)c2ccccc2)c2ccccc2)c1 (configuration not stated)	9%
NC(CC1c2ccccc2Oc2ccccc21)(C(=O)O)C1CC1C(=O)O (configuration not stated)	23%
NC(=O)C1CCN(c2nc(-c3ccc(Oc4ccccc4)cc3)cs2)CC1	-9%
CO[C@H]1/C=C\C=C(\C)C(=O)NC2=CC(=O)C(NCCN(C)C)=C(C[C@@H](C)C[C@H](OC)[C@H](O)[C@@H](C)/C=C(/C)[C@@H]1OC(N)=O)C2=O	-17%
COc1cc(O)c(C(CC(=O)N2CCC(Cc3ccccc3)CC2)c2ccc(C)cc2)c(OC)c1 (configuration not stated)	9%[228 µM]
Cc1ccc2nc3sc(C(=O)N4CCN(C5CCN(C)CC5)CC4)cc3cc2c1	3%
O=C(NCCc1ccccc1)C1CCN(c2nc(-c3ccc(Br)cc3)cs2)CC1	5µM*
FC(F)(F)c1ccc(-c2nc(NCc3ccc(-c4ccnc(C(F)(F)F)c4)cc3)c3ccccc3n2)cc1	3%
Oc1ccc(CCc2ccccc2F)c2cccnc12	49%[activator]
COc1ccc(C2Nc3ccccc3C(=O)N2Cc2ccncc2)cc1COc1c(C)cc(NC(C)=O)cc1C (configuration not stated)	11%
S=C(NCCCc1cnc[nH]1)NCCCN(Cc1ccccc1)c1ccc(Br)cn1	?
O=C(O)c1ccc(O)c2ncc(NC3CCNCC3)cc12	2%[57.5 µM]
CC(=O)Nc1sc2c(c1-c1nc3ccccc3s1)CC(C)NC2 (configuration not stated)	?
CCc1ccc(NC(=O)C(=O)NNC(=O)Cc2ccc(Cl)c(Cl)c2)cc1	?

# At a glance, some entries already given:
structure	NTMT1 inh
S=C(NCCCc1cnc[nH]1)NCCCN(Cc1ccccc1)c1ccc(Br)cn1	?
O=C(O)c1ccc(O)c2ncc(NC3CCNCC3)cc12	2%[57.5 µM]
CC(=O)Nc1sc2c(c1-c1nc3ccccc3s1)CC(C)NC2 (configuration not stated)	?
CCc1ccc(NC(=O)C(=O)NNC(=O)Cc2ccc(Cl)c(Cl)c2)cc1	?

# Remaining list, next part.
structure	NTMT1 inh
c1csc(CNc2ncnc3ccc(-c4ccc5c(c4)OCO5)cc23)n1	12%
Cc1ccnc(NC(=S)N2CCC(Nc3cccc(C(F)(F)F)c3)CC2)c1	-17%
Cc1cc(-c2nnc3n2CCCCC3)c(C)n1-c1cccnc1	8%
CCOc1ccc(CCNC(=O)c2cc3sccc3[nH]2)cc1OCC	-9%
Cc1ccc(-c2cnc(N3CCC(C(N)=O)CC3)s2)cc1	9%
O=C1C(F)N([S+](=O)([O-])c2ccc3c(c2)OCCO3)CCN1[S+](=O)([O-])c1c(F)cccc1F (configuration not stated)	13%
N#Cc1ccc(C[C@@H](NS(=O)(=O)c2ccc(C(=O)O)cc2)C(=O)O)cc1	-9%
CN(C)c1cccc(-c2cnc(N3CCC(c4ncc[nH]4)CC3)s2)c1	41%[activator]
N#Cc1cnc(NS(=O)(=O)c2ccc(NC(=O)Cc3ccc(Cl)c(Cl)c3)cc2)s1	79µM*
Nc1cc(COc2c(Cl)cc(C[C@H](N)C(=O)O)cc2Cl)c2oc(-c3ccccc3)nc2c1	-2%
COc1ccc(C2Nc3ccccc3C(=O)N2Cc2ccccc2)cc1COc1ccc(NC(C)=O)cc1 (configuration not stated)	15%
NC(=O)C1CCN(c2nc(-c3ccc(-c4ccccc4)cc3)cs2)CC1	-9%
COc1ccc(NC(=O)c2[nH]c(C)c(C(C)=O)c2C)cc1S(=O)(=O)Nc1cccc(C#N)c1	13%
Fc1cc(-c2nc(Nc3ccc(F)c(F)c3)c3ccccc3n2)ccn1	?
CC(=O)Nc1sc2c(c1-c1cccnc1)CCNC2	22%
O=C(Nc1ncc(-c2ccccc2)s1)c1ccc(-c2cccc([N+](=O)[O-])c2)o1	4%[57.5 µM]
CN(C)c1ccc(C2N=C(Nc3nc4ccccc4o3)NC3=C2C(=O)CCC3)cc1 (configuration not stated)	3%[57.5 µM]
CC(=O)Nc1sc2c(c1-c1ccc(C(N)=O)cc1)CCNC2	-11%
O=C(/C=C/c1ccc(CN(CCO)CCc2c[nH]c3ccccc23)cc1)NO	6%
NC(=O)c1cc(F)cc2c1C(=O)N(C1CCN(C3CCC(F)(F)CC3)CC1)C2	3%
Brc1ccc(-c2csc(N3CCNCC3)n2)cc1	-27%
COC(=O)c1sc2c(c1-c1nc3ccccc3s1)CCNC2	4%[57.5 µM]
CC(C)(C)OC(=O)Cc1nnc(-c2nc3ccccc3[nH]2)s1	-26%
O=C1c2ccccc2C(=O)N1c1cccc(O)c1	-1%
COc1ccccc1NC(=O)c1ccc2ccccc2c1	3%
CCOC(=O)C1CCN(c2nc(-c3ccc(Br)cc3)cs2)CC1	15%
Fc1ccc(Nc2nc(-c3ccncc3Cl)nc3ccccc23)cc1F	-9%
Cc1ccc(-c2cc(C(=O)Nc3ncco3)c3ccccc3n2)cc1C	?
CSC[C@H]1CN(Cc2c[nH]c3c(N)ncnc23)C[C@@H]1O	-2%
CC(=O)N1CCN(c2ccc(NCc3ccc4c(c3)OCO4)cc2)CC1	?
CC(=O)C1CCN(c2ncc(-c3cccc(N(C)C)c3)s2)CC1	-4%
Cc1ccc(-c2cc(C(=O)Nc3ccc(-c4noc(=O)[nH]4)cc3)c3ccccc3n2)cc1C	45µM*
Cc1cc(Oc2ccc3nc(COc4ccc(CC5SC(=O)NC5=O)cc4)n(C)c3c2)cc(C)c1N (configuration not stated)	-20%
COc1ccc(C(=O)Nc2ccc(-c3nc4ccccc4[nH]3)cc2)cc1F	18%[57.5 µM]
COC(=O)c1nc(-c2cccc3ccccc23)oc1OC	7%
CC(C)(C)c1ccccc1Nc1nc(C#N)nc(NC2CCCC2)n1	19%
C=Cc1nc(Nc2cc(F)cc(F)c2)nc(NC2CCCC2)n1	10%
NC(=O)C1CCN(c2nc(-c3ccccc3F)cs2)CC1	0%[57.5 µM]
Cc1cccc(-n2cnc3cc(C(=O)N4CCC(N5CCOCC5)CC4)ccc32)c1	-2%[57.5 µM]
c1ccc(-n2ccc(-c3nnc4n3CCCCC4)c2)cc1	-16%[57.5 µM]
O=C(COC(=O)CNC(=O)c1ccccc1Cl)Nc1ccccc1Cl	6%
Oc1cc(Nc2ccc(N3CCCCC3)cc2)cc2cccnc12	9%
CC(=O)c1ccc(N2CCN(S(=O)(=O)c3ccc4c(c3)oc(=O)n4C)CC2)cc1	3%
O=C(Nc1ccc(-c2ccccc2)nc1)c1cccs1	12%
O=C(O)c1ccc(O)c2ncc(N3CCC(N4CCOCC4)C3)cc12 (configuration not stated)	2%[57.5 µM]
O=C1CC[C@H](N2Cc3c(OCc4ccc(CN5CCOCC5)cc4)cccc3C2=O)C(=O)N1	3%
COc1cc(O)c(C(CC(=O)N2CCCC(c3nc4ccccc4o3)C2)c2ccc3c(c2)OCO3)c(OC)c1 (configuration not stated)	8%[228 µM]
CN(C)CCNc1ncnc2ccc(-c3ccc4c(c3)OCO4)cc12	?

# Some of the entries so far, with each value named:
> COc1cc(O)c(C(CC(=O)N2CCCC(c3nc4ccccc4o3)C2)c2ccc3c(c2)OCO3)c(OC)c1 (configuration not stated)
  NTMT1 inh: 8%[228 µM]

> CC(C)(C)OC(=O)N1CCN(c2ccc(NCc3ccc(-c4ccc(C(C)(C)C)cc4)o3)cc2)CC1
  NTMT1 inh: ?

> Fc1cc(-c2nc(Nc3ccc(F)c(F)c3)c3ccccc3n2)ccn1
  NTMT1 inh: ?

# The results go on.
structure	NTMT1 inh
O=C1c2ccccc2C(=O)N1Cc1ccncc1	5%
COc1cnc(-c2ccccc2C(C)C)nc1NCc1ccc(-c2cccnc2)cc1	13%
O=C(OCC#CCSc1nnc(-c2cccc3ccccc23)o1)c1ccc(Cl)cc1	7%
COc1ccc(CNc2ccc(S(=O)(=O)Nc3nccs3)cc2)c(O)c1	6%
COc1cccc(N2C(=O)c3ccccc3C2=O)n1	-12%
Cc1csc(CNc2ncnc3ccc(-c4ccoc4)cc23)c1	-11%
Cc1ccc(NC(=O)[C@H]2CCCN(C(=O)c3c(C)cccc3F)[C@H]2c2ccc(NC3CCCC3)cc2)cc1C(F)(F)F	18%
C=C1C[C@@H]2CC[C@@]34C[C@H]5O[C@H]6[C@@H](O3)[C@H]3O[C@H](CC[C@@H]3O[C@H]6[C@H]5O4)CC(=O)C[C@@H]3[C@@H](OC)[C@@H](C[C@H](O)CN)O[C@H]3C[C@H]3O[C@@H](CC[C@@H]1O2)C[C@@H](C)C3=C	19%[29.8 µM]
COc1cccc(C2c3c(ncn(-c4ccncc4)c3=N)Oc3ccc4ccccc4c32)c1 (configuration not stated)	5%
CC(=O)N1CCN(c2cccc(Nc3nn4c(=O)c5ccccc5nc4s3)c2)CC1	10%
NC(=O)C1CCN(c2ncc(Br)s2)CC1	40µM*
Cc1cccc(-c2ccc3ncnc(NCc4cccc(F)c4)c3c2)c1	?
Cn1ccc2cc(-c3ccc4ncnc(NCc5cccc(F)c5)c4c3)ccc21	?
O=C1Nc2ccccc2/C1=C\c1cc(F)c(O)c(F)c1	?
NC(=O)N1CCN(c2nc(-c3ccc(Br)cc3)cs2)CC1	0%[57.5 µM]
Cc1cnc(-c2ccccc2C(C)O)nc1NCc1ccc(-c2cccnc2)cc1 (configuration not stated)	3%
Cc1cc2c(s1)c1cnn(Cc3ccc4ccccc4c3)c(=O)c1n2C	-1%
N#Cc1c(-c2ccc(C(F)(F)F)cc2)no[n+]1[O-]	3%
CN1CCN(C(=O)c2cccc(-c3ccc(CNc4ccc(N5CCN(C(=O)OC(C)(C)C)CC5)cc4)o3)c2)CC1	-27%
CCCn1c(-c2ccc(F)cc2)nc2c(NCCCN3CCCCC3C)nc(C)nc21 (configuration not stated)	-24%
C(=C/c1cccs1)/c1ccncc1	-2%[57.5 µM]
O=C(Nc1ccc(-c2nc3ccccc3[nH]2)cc1)c1ccc2sccc2c1	-20%[57.5 µM]
CONC(=O)C[C@@H](C#N)NC(=O)[C@@H]1CCCN1C(=O)[C@@H](NC(=O)c1ccc(N)c(Cl)c1)C(C)(C)C	9%[57.5 µM]
COc1cc(NC(=O)C(OC(=O)CNC(=O)c2ccccc2)c2ccccc2)c(OC)cc1Cl (configuration not stated)	6%
CCN(CC)C(=O)c1ccc2c(c1)ncn2-c1cccc(C)c1	0%
CC(=O)Nc1ccc(Cl)cc1C(=O)c1ccc[nH]1	5%
COc1cccc(C2C(C#N)=C(NC(=O)CCc3ccccc3)Oc3ccc4ccccc4c32)c1 (configuration not stated)	21%
COc1ccc(N2C(=O)c3ccccc3C2=O)cc1	6%
Cc1ccc(-c2cc(C(=O)O)c3cccc(C)c3n2)cc1C	-14%[57.5 µM]
Cn1ccc2cc(-c3ccc4ncnc(NCc5cccnc5)c4c3)ccc21	?
COc1ccc(OC)c(C2=Nn3c(nnc3-c3cccc(OC)c3OC)SC2)c1	-3%
COc1ccc(NC(=O)c2cnn3c(C)cc(C)nc23)cc1F	-1%
